# Compound activity: PubChem, several laboratories
# rCAG binder – binds r(CAG) RNA repeats. r(CAG) RNA repeat, TO-PRO-1 dye displacement fluorescence. inhibition, % at 3 µM. 370,000 compounds, 1.3% hits. AID 651821;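 active = inhibition above the plate cutoff, the mean of all test compounds on that plate plus 3 SD, cut at about 35% in these data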;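 note: 0% = DMSO alone and 100% = 100 µM mitoxantrone as full dye displacement; higher means more dye released from RNA so lower well fluorescence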
# ABHD4 inh – inhibitors of mouse ABHD4 | AID 720543 | 370,000 compounds, 0.54% hits | Q8VD66 | inhibition, % at 8.92 µM | purified mABHD4, FP-Rh probe fluorescence polarization;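 active = inhibition exceeding the mean over every tested compound plus 3 SD, cut at about 30% in these data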;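 note: 0% = plate median of compound wells and 100% = S159A mutant with DMSO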
#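 system = mouse ABHD4 enzyme, wild type | medium = HEPES pH 7.0, NaCl, Pluronic buffer | also added = FP-Rh probe | incubation = Enzyme–compound pre-incubation 45 min, then probe 60 min, both 25 °C | technique = fluorescence polarization, excitation 525 nm, emission 598 nm, BODIPY TMR filters | controls = S159A mutant high control, sample median low control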
# TDP2 absorb – TDP2 (human) inhibition, absorbance primary screen. inhibition, % at 12.8 µM. 370,000 compounds, 0.34% hits. recombinant TDP2, T5PNP hydrolysis, p-nitrophenol absorbance 415 nm;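 active = inhibition above the mean of all tested compounds plus 3 SD, set per campaign, cut at about 25% in these data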;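 note: 0% = DMSO with enzyme and 100% = buffer with substrate but no TDP2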
# Target sequence (O95551 whole entry, looked up): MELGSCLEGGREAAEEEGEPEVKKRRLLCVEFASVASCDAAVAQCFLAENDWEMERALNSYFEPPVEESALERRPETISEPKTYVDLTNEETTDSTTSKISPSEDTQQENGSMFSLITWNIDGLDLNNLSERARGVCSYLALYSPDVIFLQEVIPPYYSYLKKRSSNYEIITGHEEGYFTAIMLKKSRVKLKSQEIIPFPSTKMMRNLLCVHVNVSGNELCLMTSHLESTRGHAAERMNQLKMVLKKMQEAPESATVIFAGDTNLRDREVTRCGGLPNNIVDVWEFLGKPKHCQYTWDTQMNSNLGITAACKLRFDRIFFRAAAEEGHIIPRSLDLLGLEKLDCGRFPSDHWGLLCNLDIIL
#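 System – recombinant human TDP2 · Quantity – TDP2 enzyme at 120 nM final · Doses – single concentration, 12.8 µM nominal, with 1% DMSO · Incubation – 2 h at 37 °C · Measured by – epi absorbance of p-nitrophenol freed from T5PNP by hydrolysis · Read-out – % inhibition relative to enzyme-containing and enzyme-free wells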
# Rev-erbA mod – modulators of human Rev-erb alpha DNA binding | P20393 | Rev-erbα–FITC-DNA binding, fluorescence polarization, 90 min | activity, % at 10 µM | 370,000 compounds, 0.79% hits;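 active = activity above about 14%, limit read from the data; passing the limit was not always enough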;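 note: 0% = DMSO wells with 35 nM protein and 100% = DMSO wells with 750 nM protein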
# PRMT1 FP inh – blocks human protein arginine methyltransferase 1. recombinant PRMT1, activity-based probe fluorescence polarization. inhibition, % at 2.79 µM. 370,000 compounds, 1.3% hits. Q99873;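 active = inhibition above about 21% made by adding two undisclosed values, limit read from the data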
# TCR-CD3 inh – inhibitors of human TCR-CD3 interaction | TAMRA-labeled TCR probe fluorescence, biochemical | inhibition, % at 9.4 µM | 360,000 compounds, 0.37% hits; in the data active = inhibition above about 19%;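 note: recombinant mutant TCR 2C K166C tagged with TAMRA read by polarization; 0% = receptor in buffer alone and 100% = receptor with positive control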
# HTRA1 inh – blocks human HTRA1 serine peptidase; recombinant HTRA1, FP-rhodamine activity-based probe, fluorescence polarization; 340,000 compounds, 0.5% hits; Q92743; inhibition, % at 5.96 µM; in the data active = inhibition above about 36%;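 note: 0% = enzyme with DMSO and 100% = wells lacking enzyme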
# Target sequence (Q92743 whole entry, looked up): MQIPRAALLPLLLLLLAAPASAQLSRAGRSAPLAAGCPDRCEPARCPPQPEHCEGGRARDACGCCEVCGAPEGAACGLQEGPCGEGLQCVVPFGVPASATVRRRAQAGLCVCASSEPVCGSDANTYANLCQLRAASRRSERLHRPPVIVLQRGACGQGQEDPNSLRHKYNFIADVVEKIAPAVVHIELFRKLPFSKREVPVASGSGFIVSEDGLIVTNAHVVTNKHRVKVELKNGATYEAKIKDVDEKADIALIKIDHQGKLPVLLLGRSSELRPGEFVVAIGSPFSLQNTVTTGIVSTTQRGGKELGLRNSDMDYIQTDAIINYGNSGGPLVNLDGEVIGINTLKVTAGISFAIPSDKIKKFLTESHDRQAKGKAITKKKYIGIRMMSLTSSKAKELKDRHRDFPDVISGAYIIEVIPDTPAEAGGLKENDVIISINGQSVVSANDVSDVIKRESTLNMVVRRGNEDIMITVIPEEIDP
# LEDGF integ inh – blocks HIV-1 LEDGF/p75-dependent DNA integration. AID 743269. TR-FRET IN-LEDGF/p75 DNA integration, Eu/Cy5. 370,000 compounds, 0.64% hits. inhibition, % at 3.7 µM;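 active = inhibition above the screen-wide mean plus 3 SD, cut at about 13% in these data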;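 note: signal is the Cy5 over europium emission ratio at 671 and 618 nm; 0% = plate median of compound wells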
# PG9 Ab binder – PG9 antibody binding by small molecule; TR-FRET gp120-PG9 antibody binding; inhibition, % at 6.7 µM; 360,000 compounds, 0.43% hits; in the data active = inhibition above about 8.5%
# SIAE inh – human SIAE inhibition, primary screen; SIAE FP-Rh probe binding, fluorescence polarization; inhibition, % at 9.66 µM; 370,000 compounds, 0.69% hits;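 active = inhibition above a cutoff: mean of compounds within the control limits plus 3 SD of those, cut at about 17% in these data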;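 note: 0% = plate median of compound wells and 100% = probe without SIAE protein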
# The depositor's hits bear a star; · = no result given. Not all compounds are listed; rates above refer to the full screens.
compound,LEDGF integ inh,rCAG binder,ABHD4 inh,TDP2 absorb,PG9 Ab binder,TCR-CD3 inh,SIAE inh,Rev-erbA mod,PRMT1 FP inh,HTRA1 inh
O=C(CCCc1ccccc1)c1ccccc1,-4,1,-1,-8,0.9,1,-1,2,2,-5
Cc1c(Cl)cccc1NC(=O)COc1ccc(S(=O)(=O)N2CCOCC2)cc1,0,1,-7,-3,1.4,-2,0,0,5,5
COc1ccccc1CCNC(=O)C(=O)NCC1OCCN1S(=O)(=O)c1cccs1 (stereo unspecified),-3,-1,-1,-6,-3.6,-7,3,-6,3,-6
CCN(CC)C(=S)SCC(=O)c1ccccc1,-2,-1,9,2,0.3,0,7,-1,-1,-2
O=C(CSCc1ccc(Cl)cc1)Nc1cccc(C(=O)Nc2ccccc2C(=O)O)c1,3,76*,-47,9,-0.9,-1,-30,-1,2,-68
CC(C)c1ccc(/C=C/C(=O)N2CCOCC2)cc1,7,-2,-6,-13,-0.1,-1,0,4,-3,-2
COc1ccc(NC2CC(=O)N(C(C)C)C2=O)cc1 (stereo unspecified),-3,5,5,5,-0.1,-3,2,-2,2,11
CC(C(=O)Nc1sc2c(c1C#N)CCCCC2)N1C(=O)c2ccccc2C1=O (stereo unspecified),-3,5,0,4,-0.3,5,10,5,-1,-5
CCOc1ccc(/C=C(\C)C(=O)c2c(C)cc(C)[nH]c2=O)cc1,3,-4,-6,-14,-2.5,-14,-5,6,-2,0
COc1ccc2[nH]c3c(c2c1)CCN1C(=O)C(CC(=O)NCCC2=CCCCC2)C[C@H](C(=O)N2CCCCC2)[C@@]31CCc1ccccc1 (stereo partly specified),-2,5,1,10,-0.6,4,1,-1,-6,2
CCn1cc(SCC(=O)N2CCOCC2)c2ccccc21,-1,0,-4,0,-0.8,7,3,-2,5,-4
Cc1ccc2nc(-c3cccc(NC(=O)c4ccco4)c3)[nH]c2c1,-1,8,-36,10,-0.9,2,-41,9,2,-47
COC(=O)C(NS(=O)(=O)c1ccc(C)cc1)c1ccccc1 (stereo unspecified),-5,-4,-3,-2,-0.1,5,0,-2,-2,-1
O=C(CCNC(=O)c1ccccc1Cl)Nc1ccc(S(=O)(=O)Nc2ncccn2)cc1,-1,3,1,8,1.1,3,-3,-7,3,4
COc1ccccc1N1CCN(C(=O)C2CCN(S(=O)(=O)N3CCOCC3)CC2)CC1,2,-1,-1,-1,0.8,-8,0,-1,2,1
Cc1occc1-c1nnc(SCCCC(=O)c2ccc(F)cc2)n1C,1,-5,-6,4,1.6,4,3,2,2,-1
COCCNC(=O)CCc1nnc(Cc2ccc(-c3ccccc3)cc2)o1,0,-6,-5,-7,0.8,-6,-7,-3,3,9
O=C(c1noc2c1CCc1ccccc1-2)N1CCOCC1,1,1,-3,-3,-1.0,2,-1,3,-3,2
CCOc1ccc(S(=O)(=O)N2CCN(C)CC2)cc1NC(=O)c1ccccc1F,4,3,2,17,-1.2,7,-2,0,1,-7
COc1ccc(C2(O)CC3CCC(C2)N3c2cc(C)nc(-c3ccccc3)n2)cc1 (stereo unspecified),-1,0,-24,4,2.1,3,-6,-3,-4,-40

# As entered above.
# Entry of CCn1cc(SCC(=O)N2CCOCC2)c2ccccc21 under PG9 Ab binder: -0.8
# Entry of O=C(CCCc1ccccc1)c1ccccc1 under HTRA1 inh: -5

# The list continues:
compound,LEDGF integ inh,rCAG binder,ABHD4 inh,TDP2 absorb,PG9 Ab binder,TCR-CD3 inh,SIAE inh,Rev-erbA mod,PRMT1 FP inh,HTRA1 inh
Cc1ccc(C(=O)NCCN2C3=NC[C@H](Cc4ccc(O)cc4)N3C[C@H]2Cc2ccc(O)cc2)cc1Br,-3,16,4,-7,-2.5,6,1,2,-1,-25
O=c1c2ccccc2c(C=Nc2ccccc2O)c(O)n1-c1nccs1,1,18,1,-28,-0.1,61*,-6,5,4,-1
Nc1nnc(SCCCC(=O)c2ccc(F)cc2)s1,0,0,3,-6,-0.7,-7,2,-11,-1,1
O=C(NC1CC1)C1=C[C@@H](C2CCCCC2)C[C@@H](OCCCCO)O1,-1,-4,1,-4,-1.7,2,-10,-6,-2,-1
CC1=NN(c2ccccc2)C(=O)/C1=C/c1c(O)n(-c2ccc(F)cc2)[nH]c1=O,2,91*,37*,2,-3.4,9,-20,-4,3,10
NS(=O)(=O)c1ccc(NC(=O)COC(=O)c2ncc(Cl)c(Cl)c2Cl)cc1,-2,6,-4,1,-0.6,5,1,11,1,-10
CC(C)(CCO)NC(=S)NC1CC2C=CC1C2 (stereo unspecified),8,-2,-2,-5,-0.9,-7,5,-6,-5,1
C=CCNC(=O)CC(C)C(CCCCC)C(=O)O (stereo unspecified),-2,0,-5,-7,-1.5,2,2,-2,-2,4
CCOC(=O)N1CCN(C(=O)/C=C/c2ccc(OC)c(OC)c2)CC1,1,-5,3,3,1.1,-8,-4,3,1,2
CC[C@H](CCCc1ccc(OC)cc1)CCC(=O)N(c1ccccc1)c1ccccc1,-2,7,-7,10,·,·,-1,-3,-1,·
CC1CN(CCOc2ccc(Cl)c(Cl)c2)CC(C)O1 (stereo unspecified),-1,-6,9,21,-1.1,5,-2,0,-1,7
CCCCS(=O)(=O)Nc1ccc2c(c1)ncn2C1CCCCC1,-5,-4,-1,-11,0.0,7,-7,3,-1,6
CCN1C(=O)[C@H]2[C@@H](c3ccc(OC)cc3)N[C@]3(CCCN(CC4CCCCC4)C3=O)[C@H]2C1=O,-3,-2,3,2,-2.3,5,-4,3,-2,1
Cn1c(N)c(-c2nc3cccnc3n2C)sc1=S,0,2,1,-5,-4.4,-5,11,-15,6,11
CCCCn1c(N)c(N(CCOC)C(=O)c2ccc(N3C(=O)c4ccccc4C3=O)cc2)c(=O)[nH]c1=O,-2,1,-3,4,0.5,0,7,-2,0,-1
O=C(O)/C=C/C(=O)Nc1ccc(SC(F)(F)F)cc1,0,1,-3,11,-0.8,9,5,-3,7,-2
CCCCn1c(SCC(=O)N2CCCCC2C)nc2cc(S(N)(=O)=O)ccc21 (stereo unspecified),-1,-1,-4,-6,1.4,-7,1,7,1,-2
COc1ccccc1C(=O)COC(=O)c1ccc(N(C)C)cc1,1,0,6,-3,-1.6,-4,0,0,5,-9
COc1cc(NS(=O)(=O)c2ccc(NC(=S)NC(=O)c3ccco3)cc2)ncn1,4,8,2,-3,-1.3,1,3,2,1,·
COc1ccc(Cc2nnc(NC(=O)CS(=O)(=O)c3ccccc3)s2)cc1OC,0,8,-10,-2,1.1,1,7,1,0,2
Cc1[nH]cnc1/C=N\NC(=O)c1cccc(S(=O)(=O)N(C)C)c1,-4,1,7,-2,·,·,2,-6,2,·
CCCOc1ccc(N2C(=O)C3ON(c4ccccc4)C(c4ccc(O)c(OC)c4)C3C2=O)cc1 (stereo unspecified),-1,5,-16,-17,-1.5,10,0,4,4,1
Cc1ccc(-c2nnc(NC(=O)c3ccco3)s2)cc1,-2,0,0,2,6.0,-3,2,3,1,2
COCc1cccc(-c2csc(C(O)c3ccc(F)cc3)n2)c1 (stereo unspecified),3,0,-7,-12,0.0,2,0,-1,-6,·
CS(=O)(=O)c1ccccc1-c1nnc(NC(=O)C2=COCCO2)o1,-3,1,2,21,-0.9,4,12,10,-2,3
Clc1cccc(N2CCN(Cc3ccc(Br)o3)CC2)c1,1,-6,8,3,0.1,-7,9,5,4,-1
Cc1ccc(COC(=O)CCCN=C2NS(=O)(=O)c3ccccc32)cc1,3,4,-10,2,-1.1,0,-2,8,6,-2
C#CCNC(=O)C[C@H]1C[C@@]2(C(=O)OC)C(=C[C@H](C(C)(C)C)O[C@@H]2C)N(Cc2ccco2)C1=O,-2,-2,-3,-1,·,·,5,6,3,·
COc1ccc(CCNS(=O)(=O)c2cc3c4c(c2)CCN4C(=O)CC3)cc1,-3,-2,7,-5,0.3,-12,-1,1,-2,-1
CCCNC(=O)C[C@@H]1CC[C@H]2NC[C@H](O)COC[C@@H]2O1,2,1,6,-1,-0.9,-5,-4,4,-2,·
Cc1ccc(C)c(Oc2ccc(S(=O)(=O)N3CCN(C)CC3)cn2)c1,-5,-8,-10,-14,2.4,0,-2,-2,7,-1
O=C(/C=C/c1ccc([N+](=O)[O-])cc1)/C=C/c1ccco1,22*,47*,39*,13,-0.5,1,10,-12,40*,33
NC(=O)CC(NC(=O)Cc1cccc2ccccc12)c1ccc(N2CCc3ccccc3C2)c([N+](=O)[O-])c1 (stereo unspecified),1,28,-7,-12,-1.0,-5,-7,4,12,-17
COc1cccc(NC(=O)CN2C(=O)NC(Cc3c[nH]c4ccccc34)C2=O)c1 (stereo unspecified),1,5,-7,-2,-0.7,-3,4,-2,5,-3
CO/N=C/C(NC(=O)c1ccc(C(F)(F)F)cc1)C(=O)OC (stereo unspecified),7,2,-8,-20,0.8,8,-8,5,1,0
CC(C)Oc1ccc(NC(=O)CCC(=O)O)cc1,-1,0,1,17,-0.3,6,2,4,1,9
Cc1cc(NC(=O)CSc2n[nH]c(CC(C)C)n2)no1,-2,1,0,-15,-2.5,0,-3,-5,-2,1
COCCOC(=O)c1c(C)oc2ccc(NS(=O)(=O)c3ccc(C)cc3)cc12,1,5,-5,-13,0.7,1,-4,-3,-2,-23
COC(=O)C1=C(C)N(C)C(C)=C(C(=O)OC)C1c1ccc(Cl)cc1,-1,-2,-2,1,-1.1,6,0,2,-3,-7
C[C@@H]1CN([C@H](C)CO)C(=O)Cc2cc(NS(=O)(=O)c3cn(C)cn3)ccc2O[C@H]1CN(C)S(=O)(=O)c1ccc(Cl)cc1,-2,6,-1,3,-2.5,-5,0,2,1,6
Cc1c(C(=O)N2CCN(S(C)(=O)=O)CC2)oc2ccccc12,-5,-1,5,11,0.6,-4,6,4,-2,3
O=C(OCC(=O)N1CCc2ccccc2C1)c1cc(=O)[nH]c2ccccc12,-2,-4,3,15,0.1,-4,2,4,-1,-2
COc1ccc(C(=O)NC2=C(C#N)CCC2)cc1OC,-2,-4,5,10,-1.2,2,5,3,-1,-2
CC(C)(C)c1cc(N)on1,-1,-4,6,4,0.9,-1,4,3,-2,-3
Cc1n[nH]c(C)c1CS(=O)(=O)c1ccccc1,-1,-1,7,6,1.0,4,2,3,2,2
O=C1CCCN1CCC(=O)N1CCCC(CO)(Cc2ccccc2)C1 (stereo unspecified),1,-2,-1,-6,-1.8,-7,-6,-2,3,2
O=C(N/N=C/c1ccc(N2CCOCC2)s1)c1ccc(NS(=O)(=O)c2cccs2)cc1,-4,15,16,-1,-10,2,7,3,7,3
